Screening results (PubChem)
OX1R antag-1: antagonists of human orexin 1 receptor | O43613 | CHO/OX1R cells, Fluo-8 calcium fluorescence, orexin A | inhibition, % at 5 µM | 330,000 tested, 0.43% active | AID 434989;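 active = inhibition above its plate's threshold, mean inhibition of all tested compounds on the plate plus 3 SD, cut at about 37% in these data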;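 also: 0% = orexin A challenge wells and 100% = SB-334867-A antagonist wells; not every result past the cut was called active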
Target sequence (O43613 whole entry, looked up): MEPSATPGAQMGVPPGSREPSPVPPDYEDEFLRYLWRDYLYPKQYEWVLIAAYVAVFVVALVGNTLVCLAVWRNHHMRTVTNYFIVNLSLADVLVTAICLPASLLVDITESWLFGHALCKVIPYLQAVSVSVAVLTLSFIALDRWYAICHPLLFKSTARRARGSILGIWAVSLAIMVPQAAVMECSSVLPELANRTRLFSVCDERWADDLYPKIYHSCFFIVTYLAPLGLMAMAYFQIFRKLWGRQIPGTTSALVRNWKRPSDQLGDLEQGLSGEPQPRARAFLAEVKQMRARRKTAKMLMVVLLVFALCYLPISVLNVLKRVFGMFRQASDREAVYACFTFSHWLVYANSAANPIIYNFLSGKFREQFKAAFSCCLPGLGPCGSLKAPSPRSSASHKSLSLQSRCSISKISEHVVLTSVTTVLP
OX1R antag-2: blocks the human orexin 1 receptor | AID 485270 | OX1R-expressing cells, FRET antagonist read-out | inhibition, % at 6.6 µM | O43613 | 330,000 tested, 1.8% active; in the data active = inhibition mostly above about 38%, no sharp cut-off; inactive = mostly below about 40%;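 also: 0% = agonist challenge alone and 100% = reference antagonist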
Numbers without * were called inactive. No enrichment for hits; overall some 2.1% were active at least once.

SMILES	OX1R antag-1	OX1R antag-2
O=C(CC1CC2CCC1C2)NC1CCCCCCC1 (stereo unspecified)	-21	-4
COc1cccc(/C(O)=C2/C(=O)C(=O)N(CCCN3CCOCC3)C2c2ccncc2)c1 (stereo unspecified)	-8	21
N#CCC(=O)Nc1ccc(C(=O)Nc2cccnc2)cc1	32	91*
CC(C)N(Cc1ccccc1)C(=O)CN1C(=O)NC2(CCCC2)C1=O	-13	8
COc1ccc(C(=O)Nc2nc3ccccc3[nH]2)cc1S(=O)(=O)N1CCCC1	-23	6
Cc1c(NC(=S)NC(=O)Cc2ccccc2)cccc1C(=O)O	-6	5
CCSc1nnc(NC(=O)c2ccc3c(c2)OCO3)s1	3	11
COc1ccc(CNC(=O)Cn2ccc(NC(=O)OCc3ccccc3)nc2=O)cc1	-2	-3
Cc1ccc(-n2c(SCC(=O)N/N=C/c3ccccc3OCC(=O)O)nc3ccccc3c2=O)cc1	-30	2
CCOC(=O)C1CCN(S(=O)(=O)c2csc(C(N)=O)c2)CC1	-2	12
CCCNC(=O)COC(=O)c1ccccc1OCC(=O)Nc1ccc(Br)cc1	-20	5
Cc1cccc(Nc2nc(N)nc(CN3CCN(C)CC3)n2)c1	1	10
COc1ccc(N2CC(NC(=O)N(C)CCC#N)CC2=O)cc1 (stereo unspecified)	-4	2
c1ccc(CN2CCN(Cc3nnc(-c4ccccc4)o3)CC2)cc1	-9	13
Cc1ccc(NC(=O)COc2ncnc3sccc23)cc1S(=O)(=O)N(C)C	-7	12
O=C(Nc1ccccc1Cc1ccccc1)c1oc2ccccc2c1COc1ccccc1	-13	16
COCCNC(=O)c1cc(-c2cccs2)on1	-2	10
Cc1cc(SCC(=O)Nc2cccc(S(N)(=O)=O)c2)c(C)cc1Br	0	38
O=C(OCC(=O)N1CCc2ccccc21)c1ccccc1F	-29	24
COc1ccc(C(=O)CN2CCN(c3ccc(F)cc3)CC2)cc1	0	10
O=C(N/N=C/C=C\c1cccc([N+](=O)[O-])c1)c1cccnc1	-20	36*
Cc1ccnc2nc(C(=O)Nc3nnc(-c4ccccc4)o3)nn12	-3	30
Cc1cc2ccccc2c(=O)n1CC(=O)NCC1COc2ccccc2O1 (stereo unspecified)	-21	21
Cc1ccc(CNC(=O)CCS(=O)(=O)c2ccc3c(c2)oc(=O)n3C)cc1	-27	5
COc1ccc(NC(=S)Nc2cccc([N+](=O)[O-])c2)cc1	-2	8

(listing goes on)
SMILES	OX1R antag-1	OX1R antag-2
COc1ccc(CC(CC(=O)O)C(=O)Nc2ccc(OC)cc2)cc1 (stereo unspecified)	0	21
Nc1nc(N)c(N=O)c(OCC2CCCCC2)n1	-22	40*
COc1ccc(CCC(=O)OCC(=O)c2ccc(C)cc2)cc1	-18	-1
COCc1[nH]nc2c1C(c1ccccc1F)C(C#N)=C(N)O2 (stereo unspecified)	-25	18
C#CCNC(=O)C1=C[C@@H](c2cn(C(C)=O)c3ccccc23)C[C@@H](OCCCCO)O1	-25	25
O=C(C1CC(c2cccc(Br)c2)=NO1)N1CCc2ccccc2C1 (stereo unspecified)	-26	14
COC(OC)C1(C)C(C#N)=C(N)Oc2c1c(=O)oc1ccccc21 (stereo unspecified)	-10	0
Cc1csc(NC(=O)CS(=O)(=O)c2ccccc2)n1	2	8
CC(CN1CCN(C)CC1)OC(=O)c1cccc(Cl)c1 (stereo unspecified)	-9	5
Cc1cccc(C(=O)N(c2ccccn2)C(C)c2ccco2)c1 (stereo unspecified)	-25	31
Cc1ccccc1N1C(=O)CC(Nc2ccc3c(c2)OCO3)C1=O (stereo unspecified)	-8	25
O=C(c1ccc([N+](=O)[O-])cc1)N(Cc1ccc(Br)cc1)N1C(=O)CCCC1=O	-11	-4
CCC1(CC)C(=O)C(C)(C)C(=O)OC1c1cccs1 (stereo unspecified)	-7	10
CC(NC(=O)C1CCC1)c1ccc2c(c1)OCO2 (stereo unspecified)	-7	3
c1nc(NCC2(N3CCOCC3)CCCCC2)c2ccsc2n1	-50	16
COc1ccccc1N1C(=O)C2CC=CC(C)C2C1=O (stereo unspecified)	3	12
Cc1cc(NC(=O)c2cc(S(=O)(=O)N3CCCCC3)ccc2C)n(-c2ccccn2)n1	-32	1
CCOCCCN(C(=O)CNC(=O)c1ccco1)C(C(=O)NC1CCCC1)c1cccc(OC)c1 (stereo unspecified)	-17	17
CCOC(=O)NC(=O)c1cn(CCNCCO)c(=O)[nH]c1=O	-13	-4
O=C(c1cccc(C(=O)N2CCN(c3ccccc3F)CC2)n1)N1CCN(c2ccccc2F)CC1	-27	1
Cc1ccc(NC(=O)CC2OC(=O)c3ccccc32)cc1S(=O)(=O)N1CCOCC1 (stereo unspecified)	-30	9
COc1cccc(/C=C2\SC(=S)N(CCCC(=O)Nc3ccc(C(=O)O)cc3)C2=O)c1	-16	0
CC(=O)C[C@H](O)CC(=O)[C@H]1OC(=O)CCCCCCc2ccccc21	-28	-2
Cc1ccc(NC2=CC(=O)CCC2)cc1C	-17	14
CCC(C)N1CCN(S(=O)(=O)Cc2ccccc2)CC1 (stereo unspecified)	-4	7

New compounds follow
smiles,OX1R antag-1,OX1R antag-2
Cn1c(C(C(=O)NCC2CCCO2)N(CCc2ccccc2)C(=O)Cn2nnc3ccccc32)nc2ccccc21 (stereo unspecified),-40,28
COc1ccc(NS(=O)(=O)c2cccc(C(=O)NNC(=O)c3cc(C)oc3C)c2)cc1,-16,24
CN(CC(=O)Nc1c(Cl)cccc1Cl)C(=O)CNC(=O)c1ccco1,-19,-2
c1cnc(N2CCSCC2)nc1,8,-3
O=C(CN1C(=O)NC2(CCCc3ccccc32)C1=O)c1ccc(Br)cc1 (stereo unspecified),-25,2
O=c1c2ccccc2nnn1CSc1nnc(C2COc3ccccc3O2)n1-c1ccccc1 (stereo unspecified),-27,13
CCCc1cc(=O)oc2cc3occ(C)c3cc12,-19,11
COc1ccc(C2=NOC(Cn3nc(-c4ccccc4)cc3C(=O)O)C2)cc1 (stereo unspecified),-4,-2
CN(C)c1nc(C(=O)O)nc(N2CCOCC2)n1,-12,13
CN1CCN(C(=O)CCN2C(=O)/C(=C/c3ccccc3Cl)SC2=S)CC1,-25,3

The listing continues:
smiles,OX1R antag-1,OX1R antag-2
O=C(Cc1ccccc1)NCC1OCCc2ccccc21 (stereo unspecified),-11,24
CC/C(=N/NC(=O)c1ccccc1O)c1c(C)[nH]n(-c2ccccc2)c1=O,-9,5
O=C(CC1Sc2ncnn2C1=O)Nc1ccc(Cl)cc1 (stereo unspecified),-31,-1
Cn1c(=O)c2[nH]c(CNc3ccc(C(=O)O)cc3)nc2n(C)c1=O,-21,1
COc1ccc(-n2nnc3c(=O)n(CC(=O)Nc4ccc5c(c4)OCCO5)cnc32)cc1OC,4,20
CCCC(C)NC(=O)CSc1nc2ccc(C)cc2[nH]1 (stereo unspecified),-30,22
Cc1ccc(C)c(CN2C(=O)C3CCCN3c3ccc(S(=O)(=O)N4CCOCC4)cc32)c1 (stereo unspecified),-7,-2
Cc1csc(NC(=O)c2ccccc2C(=O)O)n1,-5,1
O=C(COc1ccc(Cl)cc1[N+](=O)[O-])N1CCCCC1,-24,28
C=CCCc1ccc(C#N)c(SCc2c(C(=O)OCC)c3cc(OC(C)=O)c(Br)cc3n2C)n1,-5,12

(continued)
smiles,OX1R antag-1,OX1R antag-2
COc1ccc(OC)c(N/C(=N/C(=S)Nc2ccccc2)Nc2nc(C)cc(C)n2)c1,-42,3
CC(=O)NC(C)C(c1cccs1)N1CCN(c2ccccc2)CC1 (stereo unspecified),-12,1
Cc1csc2nc(O)c(C(=O)NC3CCCCCC3)c(=O)n12,-21,11
CCCCOc1ccc(/C(O)=C2/C(=O)C(=O)N(Cc3cccnc3)C2c2ccncc2)c(C)c1 (stereo unspecified),-14,-4
Cc1ccc(N2CC(C(=O)OCc3ccccc3F)CC2=O)cc1 (stereo unspecified),-18,8
C/C(=N\Nc1nc(N2CCCCC2)nc(N2CCOCC2)n1)c1cccs1,-27,13
CCN(CC)C(=O)CSc1nc2cc3c(cc2c(=O)n1Cc1ccco1)OCO3,-23,8
Cc1cc(/C=C2\SC(=O)NC2=O)c(C)n1-c1ccc(N(C)C)cc1,-15,24
S=C1NCN(C2CCCCC2)CN1Cc1ccccc1,-4,-3
CSc1ccccc1NC(=O)CSc1nnc(Cc2ccccc2)o1,-31,4

15 successive entries already listed:
smiles,OX1R antag-1,OX1R antag-2
CCCC(C)NC(=O)CSc1nc2ccc(C)cc2[nH]1 (stereo unspecified),-30,22
Cc1ccc(C)c(CN2C(=O)C3CCCN3c3ccc(S(=O)(=O)N4CCOCC4)cc32)c1 (stereo unspecified),-7,-2
Cc1csc(NC(=O)c2ccccc2C(=O)O)n1,-5,1
O=C(COc1ccc(Cl)cc1[N+](=O)[O-])N1CCCCC1,-24,28
C=CCCc1ccc(C#N)c(SCc2c(C(=O)OCC)c3cc(OC(C)=O)c(Br)cc3n2C)n1,-5,12
COc1ccc(OC)c(N/C(=N/C(=S)Nc2ccccc2)Nc2nc(C)cc(C)n2)c1,-42,3
CC(=O)NC(C)C(c1cccs1)N1CCN(c2ccccc2)CC1 (stereo unspecified),-12,1
Cc1csc2nc(O)c(C(=O)NC3CCCCCC3)c(=O)n12,-21,11
CCCCOc1ccc(/C(O)=C2/C(=O)C(=O)N(Cc3cccnc3)C2c2ccncc2)c(C)c1 (stereo unspecified),-14,-4
Cc1ccc(N2CC(C(=O)OCc3ccccc3F)CC2=O)cc1 (stereo unspecified),-18,8
C/C(=N\Nc1nc(N2CCCCC2)nc(N2CCOCC2)n1)c1cccs1,-27,13
CCN(CC)C(=O)CSc1nc2cc3c(cc2c(=O)n1Cc1ccco1)OCO3,-23,8
Cc1cc(/C=C2\SC(=O)NC2=O)c(C)n1-c1ccc(N(C)C)cc1,-15,24
S=C1NCN(C2CCCCC2)CN1Cc1ccccc1,-4,-3
CSc1ccccc1NC(=O)CSc1nnc(Cc2ccccc2)o1,-31,4

Further results follow.
smiles,OX1R antag-1,OX1R antag-2
COC(=O)C1CCN(C(=O)COC(=O)CSc2ccc(C(N)=O)cc2[N+](=O)[O-])CC1,-7,37*
CCCc1nn2c(=O)c(C(c3ccc(C)cc3)c3c(O)nc4sc(CCC)nn4c3=O)c(O)nc2s1,1,2
COCCCn1c(SCC(=O)Nc2ccc(C)cc2)nc2ccccc2c1=O,-29,11
CCOc1ccc(-n2cc(C(=O)N3CCN(C)CC3)c3cc(OC)c(OC)cc3c2=O)cc1,-11,8
CN(C)S(=O)(=O)c1ccc(NC(=O)CSc2nc3ccccc3n2-c2ccccc2)cc1,-3,-2
COc1cc(NC(=O)c2cc3ccccc3o2)c(OC)cc1Cl,-13,-5
CCOC(=O)c1c(C)[n+]([O-])c2ccc3c(non3O)c12,-12,10
Cn1c(SCc2c(Cl)cccc2Cl)nnc1-c1ccc2nonc2c1,-11,39
O=C1C2C3c4ccccc4C(c4ccccc43)[C@@H]2C(=O)N1c1cccnc1 (stereo partly specified),-11,25
CCN(CC)c1ccc(NC(=O)CSc2nnc(N)s2)cc1C,-11,3

More records.
smiles,OX1R antag-1,OX1R antag-2
COc1ccc(C(=O)Nc2ccc(C3(C#N)CCCC3)cc2)cc1,-20,9
COc1ccc(N2CC(C(=O)OC(C)C(=O)c3ccccc3)CC2=O)cc1 (stereo unspecified),-18,18
COC(=O)Cc1ccc2oc(-c3cccnc3)nc2c1,-13,24
O=C(CN1C(=O)CSC1=O)N1CCCCC1,-7,6
COc1ccc(S(=O)(=O)n2cccc2)cc1,-8,4
CCc1cc2c3c(c1)C1(C(=O)N3C(C)(C)C=C2C)C(C#N)=C(N)Oc2[nH]c(=O)[nH]c(=O)c21 (stereo unspecified),-9,14
CC(C#N)(NC(=O)CN1CCN(S(=O)(=O)c2ccccc2C#N)CC1)C1CC1 (stereo unspecified),-10,-3
O=C(NCC1COc2ccccc2O1)c1ccc(NC(=O)c2ccco2)cc1 (stereo unspecified),-23,25
C=CCNC(=S)N/N=C/c1ccc(-c2cccc([N+](=O)[O-])c2)o1,-17,21
COC(=O)c1cc(=O)n(-c2ccc(C(F)(F)F)cc2)[nH]1,-3,23

Continued.
smiles,OX1R antag-1,OX1R antag-2
COc1ccc(-c2n[nH]c(=S)n2-c2cc(OC)ccc2OC)cc1,-12,2
Cc1ccc(SCC(=O)NC(=O)NCc2ccccc2)c(C)c1,-27,21
Cc1ccc(NC(=O)Cc2nnc(SCC(=O)NC3CCCC3)n2C)c(C)c1,0,15
Cc1cc(CN(C)C(=O)c2cc(COc3ccc4ncccc4c3)on2)on1,11,12
CCC(=O)Nc1ccc(NC(=O)CSc2nnnn2C(C)C)cc1,-13,3
CN(C)S(=O)(=O)c1cccc(COc2cccnc2[N+](=O)[O-])c1,-3,19
Cc1ccc(OCc2nnc(SCC(N)=O)n2N)cc1,-9,13
CO/N=C\C(=N\Nc1ccc(OC)cc1)C(=O)c1ccccc1,-43,5
Cc1cccc(-n2ncc3c(NCCCO)ncnc32)c1,-11,12
CN(C)C(=O)C1(c2ccccc2)CCN(S(=O)(=O)c2ccccc2)CC1,-28,33

Continuation:
smiles,OX1R antag-1,OX1R antag-2
O=C(COC(=O)C1CCC(=O)N1)Nc1ccc(Cl)cc1Cl (stereo unspecified),-1,-9
CC1CCN(c2ccc(C(=O)O)cc2)CC1,4,16
O=C(CS(=O)(=O)c1ccc(F)cc1)NCCS(=O)(=O)c1ccccc1,2,-1
CN(C)c1c([N+](=O)[O-])ncn1C,-3,28
CC1(C)Cc2c(c(-c3ccco3)nc3sc4c(NCCN5CCOCC5)ncnc4c23)CO1,-18,10
COc1cc(C2NC(=S)NC(c3ccccc3)=C2C(C)=O)ccc1O (stereo unspecified),2,6
CCn1ncc(Cl)c1C(=O)NC(=S)Nc1ccccc1Br,-27,34
C=CCOc1c(CNc2ncn[nH]2)cccc1OCC,-24,20
O=C(CC1OC(=O)c2ccccc21)NCC1COc2ccccc2O1 (stereo unspecified),-18,11
